# LDHA block: inhibitors of human lactate dehydrogenase A | P00338 | purified LDHA, NADH/diaphorase-resazurin fluorescence; active compounds read low | activity change, % (values are at about 110 or 230 µM) | 480,000 tested, 0.15% active | AID 1347041; in the data active means activity change below about -30%; inconclusive means mostly about -25% to -30%;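 further: plate controls were DMSO wells for no effect and wells without enzyme for full effect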
#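 Remaining NADH was detected by diaphorase (0.133 mg/mL) converting 37 µM resazurin to fluorescent resorufin, read at 0 and 20 minutes. The preceding 5-minute room-temperature reaction used 2 nM LDHA, 0.2 mM sodium pyruvate and 0.06 mM NADH at pH 7.4.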
# IDH1 R132H inh: blocks human mutant IDH1 R132H enzyme; 390,000 tested, 0.093% active; IDH1-R132H enzyme, NADPH consumption, diaphorase/resazurin fluorescence; Potency, µM (titrated, usually from 76.6 µM), without a hit: at the highest dose activity change, negative = inhibition, hits mostly inhibitors; O75874; further: potency means the concentration at half of the fitted maximal effect; on the % scale 0 is the no-effect control and ±100 the full control effect; nearly all actives have a fitted effect of over 65% in size
# Target sequence (O75874 whole entry R132H, stated change not applied): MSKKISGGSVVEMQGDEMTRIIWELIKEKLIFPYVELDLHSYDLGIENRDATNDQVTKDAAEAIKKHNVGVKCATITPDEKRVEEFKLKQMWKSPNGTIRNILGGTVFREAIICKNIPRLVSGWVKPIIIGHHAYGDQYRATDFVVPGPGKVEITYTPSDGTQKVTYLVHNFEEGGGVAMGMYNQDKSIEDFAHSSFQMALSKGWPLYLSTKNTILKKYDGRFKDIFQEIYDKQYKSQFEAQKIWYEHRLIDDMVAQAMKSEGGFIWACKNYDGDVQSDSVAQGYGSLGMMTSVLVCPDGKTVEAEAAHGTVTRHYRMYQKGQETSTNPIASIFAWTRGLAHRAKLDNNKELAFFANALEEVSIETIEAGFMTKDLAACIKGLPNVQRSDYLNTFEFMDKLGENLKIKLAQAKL
#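 IDH1-R132H (0.5 ug/mL) preincubated 30 min with compound, then NADPH (0.016 mM) and alpha-KG (2 mM) added; 80 min at RT, pH 7.5. Remaining NADPH coupled via diaphorase/resazurin to fluorescence (540/590 nm); concentration-response curves normalized to no-enzyme control.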
# Vif-A3G inh: inhibitors of Vif-APOBEC3G interaction | Q9HC16 | HeLa A3G-eYFP + Vif (tagged APOBEC3G with the HIV-1 protein that degrades it), YFP fluorescence, overnight | Potency, µM (series often up to 46.1 µM), for the others: top-dose activity, negative = active, usual class: inhibitors | 410,000 tested, 0.076% active;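 further: potency means the concentration at half of the fitted maximal effect; on the % scale 0 is the no-effect control and ±100 the full control effect; nearly all actives have a fitted effect of over 60% in size; hits raise eYFP signal because A3G escapes Vif-driven loss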
# Target sequence (Q9HC16 whole entry, looked up): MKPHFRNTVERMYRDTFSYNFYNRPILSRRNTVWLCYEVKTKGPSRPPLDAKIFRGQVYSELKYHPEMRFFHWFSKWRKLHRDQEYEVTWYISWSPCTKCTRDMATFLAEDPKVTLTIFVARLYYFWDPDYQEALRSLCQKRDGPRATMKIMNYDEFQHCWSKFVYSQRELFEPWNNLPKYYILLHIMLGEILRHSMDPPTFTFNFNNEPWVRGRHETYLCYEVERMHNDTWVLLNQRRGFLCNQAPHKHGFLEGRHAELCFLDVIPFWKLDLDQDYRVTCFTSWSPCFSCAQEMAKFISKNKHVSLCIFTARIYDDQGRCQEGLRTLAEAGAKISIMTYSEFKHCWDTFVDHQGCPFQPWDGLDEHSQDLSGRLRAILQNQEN
#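 Read-out is eYFP fluorescence (Ex 488/Em 500-530) from Vif-expressing HeLa A3G-eYFP cells; more signal means A3G escaped Vif-mediated degradation. Cells plated overnight, compound pinned in, incubated overnight at 37 deg C.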
# TrxR1 substrate: substrates of rat thioredoxin reductase 1; Potency, µM (series often up to 114 µM), without a hit: top-dose activity change, negative = substrate turnover; purified TrxR1 substrate turnover, NADPH consumption readout; 390,000 tested, 0.01% active; O89049; further: potency means the concentration at half of the fitted maximal effect; on the % scale 0 is the no-effect control and ±100 the full control effect; nearly all actives have a fitted effect of over 50% in size
#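 Rat TrxR1, dispensed at 90 nM, was prereduced with 400 uM NADPH (final) for 5 min at ~22 deg C, then incubated with compound 15 min before 400 uM selenite. A first-read NADPH fluorescence drop versus no-compound background flagged substrates.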
# Vif-APOBEC3F blk: Vif-A3F binding inhibition | Potency, µM (titrated, usually from 46.1 µM), without a hit: at the highest dose activity, negative = active | 390,000 tested, 0.2% active | HeLa A3F-eYFP + Vif (tagged APOBEC3F with the HIV-1 protein that degrades it), YFP fluorescence increase; further: potency means the concentration at half of the fitted maximal effect; % of control where 0% means no effect; nearly all actives have a fitted effect of over 65% in size
#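 Fluorescence increase (Ex 488/Em 500-530) after overnight compound treatment at 37 deg C flags inhibition of Vif-driven A3F-eYFP loss in stable HeLa A3F-eYFP/Vif cells seeded overnight beforehand.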
# RGS4 inh: human RGS4 inhibition. 390,000 tested, 0.039% active. AID 504845. Transcreener GDP fluorescence polarization, RGS4-accelerated GTP hydrolysis. Potency, µM (highest dose often 114 µM), inactives show at the top dose activity change, negative = inhibition, actives largely listed as inhibitors; further: potency means the concentration at half of the fitted maximal effect; on the % scale 0 is the no-effect control and ±100 the full control effect; nearly all actives have a fitted effect of over 75% in size; some results filed as inactive show a strong effect at the top dose
# Target sequence (P49798 whole entry, looked up): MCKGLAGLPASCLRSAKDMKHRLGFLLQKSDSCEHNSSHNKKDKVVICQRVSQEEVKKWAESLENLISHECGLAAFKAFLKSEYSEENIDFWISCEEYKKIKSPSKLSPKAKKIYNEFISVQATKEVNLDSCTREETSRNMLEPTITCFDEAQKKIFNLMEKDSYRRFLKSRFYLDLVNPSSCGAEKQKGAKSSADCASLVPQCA
#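 MLSMR compounds (23 nl, pin-transferred) preincubated 10 min at room temperature with a 500nM (2x) first reagent, then RGS4 at 900nM (2x) plus Transcreener GDP mix added; fluorescence polarization (620/688 nm) read before and after 90 min at 30 °C.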
# USP1 inh: USP1/UAF1 (human) deubiquitinase inhibition; 390,000 tested, 0.23% active; O94782; recombinant USP1/UAF1, Ub-Rhodamine cleavage fluorescence; Potency, µM (titrated, usually from 57.1 µM), inactives show at the top dose activity change, negative = inhibition, usual class: inhibitors; AID 743255; further: potency means the concentration at half of the fitted maximal effect; on the % scale 0 is the no-effect control and ±100 the full control effect; nearly all actives have a fitted effect of over 60% in size; inactives centre near -12
#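 In this screen, compounds sit with the deubiquitinase complex (1nM) for 15 min at room temperature before Ub-Rho is added at 150nM final. Fluorescence rise is then followed for 6 reads every 60 seconds.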
# GRP78 ERSR act: induces the endoplasmic reticulum stress response in human glioma cells; U87-MG GRP78 promoter luciferase reporter, 16 h; AID 602332; 420,000 tested, 0.02% active; Potency, µM, for the others: at the top dose activation, most hits filed as activators; further: potency means the concentration at half of the fitted maximal effect; series mostly up to about 76 µM; % of control where 0% means no effect; nearly all actives have a fitted effect of over 35% in size
#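 Stably transfected U87-MG glioma cells carrying a GRP78-based luciferase sensor; 16 h compound incubation. Luminescence end-point read 10 min after Bright-Glo addition at room temperature.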
# TrxR1 inh: rat TrxR1 inhibition; recombinant rTrxR1, NADPH fluorescence consumption, selenite substrate; Potency, µM (series often up to 114 µM), inactives show at the highest dose activity change, negative = inhibition, most hits filed as inhibitors; 390,000 tested, 1% active; O89049; AID 588453; further: potency means the concentration at half of the fitted maximal effect; on the % scale 0 is the no-effect control and ±100 the full control effect; nearly all actives have a fitted effect of over 65% in size
#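 Rat TrxR1 (90 nM in the dispensed reagent) was pre-reduced with 400 uM NADPH for 5 min at room temperature, then incubated with compound for 15 min. After 400 uM selenite was added, NADPH fluorescence (Ex 340/Em 450 nm) was followed for 8 min.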
# * hit, by the source's call; ? = inconclusive; & = joins results of further samples; [ ] = remark or other dose. Unless noted, the call rests on the fitted dose curve; in most records, active means well fitted curve in the direction sought with a large enough effect; inconclusive means small, poorly fitted or top-dose-only effect, or another doubt; inactive means no such curve, though single readings can be large; an effect the other way counts as inactive or inconclusive. These rows are one share of the data; rates above refer to the full screens.
# Values run as follows: LDHA block	IDH1 R132H inh	Vif-A3G inh	TrxR1 substrate	Vif-APOBEC3F blk	RGS4 inh	USP1 inh	GRP78 ERSR act	TrxR1 inh
> O=C(O)C(C(=O)/C=C/c1ccco1)=C1SCCS1
→ 4	1%	0%	-11%	-15%	-30%	-8%	5%	25µM*
> Cc1cc(C)c(C)c(S(=O)(=O)Nc2cccnc2)c1C
→ -15	13%	0%	3%[57.1 µM]	-7%	17%	4%	-4%	20%[57.1 µM]
> O=C1COc2ccc(S(=O)(=O)N3CCCCCC3)cc2N1
→ -1	0%	1%	3%	-3%	-2%	-22%	-3%	20%
> CC(=O)NS(=O)(=O)c1ccc2c(c1)Cc1cc(S(=O)(=O)NC(C)=O)ccc1-2
→ -2	4%	1%	14%[2.29 µM]	-9%	-3%	-8%	-2%	46%[activator]
> Nc1c(C(=O)NCc2ccco2)nnn1-c1ccccc1
→ 3&7	5%	3%	6%[57.1 µM]	7%	5%	-21%	-5%	2%[57.1 µM]
> CCOc1ccc(C2C(C(=O)c3ccc(C)o3)=C(O)C(=O)N2Cc2cccnc2)cc1 (stereo unspecified)
→ 1	-20%	4%	-6%	-4%	-9%[56.9 µM]	-22%	-2%	-5%
> CCCn1c(CN2CCN(C(=O)OCC)CC2)nc2cc(NC(=O)CC)ccc21
→ -3	3%	?	13%[57.1 µM]	-3%	15%	-5%	-5%	20%[57.1 µM]
> C1=CC2CC1CC2CNCc1ccco1 (stereo unspecified)
→ 1	3%	1%	-9%[57.1 µM]	0%	5%[11.4 µM]	-19%	0%	-2%[57.1 µM]
> Cc1ccc(NC(=O)N2CCCCCC2)cc1C
→ -4	-13%	-4%	-5%	-10%	-8%	-5%	5%	-8%
> NNC(=O)C1CCCN1S(=O)(=O)c1ccc(Cl)cc1 (stereo unspecified)
→ -1	-3%	0%	1%[57.1 µM]	8%	22%	4%	3%	12%
> COc1ccccc1/C=C/C(=O)N1CCCC1
→ 0	1%	1%	-3%	-6%	12%	-2%	-3%	?
> O=C(Nc1cccc(Br)c1)c1ccc2snnc2c1
→ -2	7%	-7%	4%	1%	-20%	-20%	-2%	15%
> Cc1ccc(C)c(N2CCN(C(=O)C3CCCN(S(=O)(=O)c4cccc5nsnc45)C3)CC2)c1 (stereo unspecified)
→ -11	-8%	5%	-7%	-1%	-16%	-23%	-3%	14%
> O=C(CSc1nnc(CNC(=O)c2ccco2)o1)Nc1ccc(OC(F)(F)F)cc1
→ -1	5%	1%	14%	-1%	-22%	-19%	-5%	31%
> CCOc1ccc(Oc2ccccc2NC(=O)CCNC(C)=O)cc1
→ -5	3%	1%	9%[57.1 µM]	-15%	-8%	-16%	-7%	23%[57.1 µM]
> Cc1ccc2c(CC(=O)Nc3nc(C)cs3)coc2c1
→ 0	5%	0%	-5%	-9%	-20%	-16%	-4%	5%
> Cc1c(C(=O)NCCn2ccc3ccccc32)cccc1[N+](=O)[O-]
→ 2	2%	-3%	6%[57.1 µM]	-5%	-14%	-16%	-1%	5%[57.1 µM]
> CCOCC(O)CS(=O)Cc1ccccc1 (stereo unspecified)
→ -7	6%	0%	9%	-12%	22%	2%	-1%	12%
> COc1ccc(NC(C)C(=O)N/N=C/c2ccccc2OCc2cccc(Br)c2)cc1 (stereo unspecified)
→ -5	-2%	-14%	-6%	11%	17%	-24%	0%	1%
> CCN(CC)C(=O)C(Oc1ccc(C)nc1[N+](=O)[O-])c1ccccc1 (stereo unspecified)
→ -1	1%	0%	5%	13%	-3%	-2%	-3%	17%

# As entered above:
# Reading of CCOc1ccc(C2C(C(=O)c3ccc(C)o3)=C(O)C(=O)N2Cc2cccnc2)cc1 (stereo unspecified) under TrxR1 substrate: -6%
# Reading of CCOc1ccc(Oc2ccccc2NC(=O)CCNC(C)=O)cc1 under USP1 inh: -16%

# New compounds follow:
structure | LDHA block | IDH1 R132H inh | Vif-A3G inh | TrxR1 substrate | Vif-APOBEC3F blk | RGS4 inh | USP1 inh | GRP78 ERSR act | TrxR1 inh
O=C(NNC(=O)c1ccc2ccccc2c1)c1cccc(Cl)c1 | -4 | 3% | -1% | 0%[2.29 µM] | 2% | -11% | ? | 2% | 2%[2.29 µM]
CCOc1ccc(C(=O)Cn2cnc3ccccc3c2=O)cc1 | -2&-2 | 0% | 1% | 7% | -8% | -5% | -10% | 3% | 31%
COc1cc(C(=O)Nc2nccs2)cc(OC)c1OC | -2 | 8% | 2% | -9%[57.1 µM] | 8% | 2% | -1% | -2% | -17%[57.1 µM]
C=COCCNC(=S)Nc1ccccc1 | -4 | 2% | 0% | 15%[11.4 µM] | -2% | -3% | -17% | -5% | 23%[11.4 µM]
O=C(CNC(=S)NC(=O)C1CCCCC1)c1ccccc1 | -10 | 2% | -6% | 0% | 3% | -4% | 6% | 9% | 20%
CC(=O)Nc1ccc(NC(=O)CSc2ccc(C(F)(F)F)cc2[N+](=O)[O-])cc1 | -17 | -4% | 0% | 6% | -1% | 3% | -11% | -1% | 9%[57.1 µM]
COCCNc1ncnc2onc(-c3ccc(F)cc3)c12 | 1 | 4% | 1% | 2% | 1% | -5% | -23% | -5% | 9%
CCC(=O)NC(=S)Nc1ccccc1C(=O)NC1CCCCC1 | -2 | 7% | -2% | -5% | 3% | -16% | -9% | -2% | -17%
COc1ccccc1NC(=O)COC(=O)COc1ccccc1F | -5 | 3% | 1% | -6% | 1% | 18% | -21% | -3% | -15%
O=C(c1ccccc1)c1nn(-c2ccc(Cl)cc2)c(=O)cc1C(F)(F)F | 0 | -5% | ? | 6%[57.1 µM] | 3% | -1%[11.4 µM] | -10% | -10% | 24%[57.1 µM]
COc1cc(C=O)ccc1OCCCCOc1ccccc1[N+](=O)[O-] | -6 | 0% | -3% | 6% | 3% | -5% | -21% | 3% | 20%
COc1ccc(-n2c(=S)[nH]c3cc(C(=O)Nc4cccc(C)c4)ccc3c2=O)cc1 | -6 | 4% | 2% | 5%[57.1 µM] | 8% | 5% | 1% | -4% | -1%[57.1 µM]
Cc1cccc(NC(=O)c2cccc(NC(=O)Cc3cccs3)c2)c1 | -16 | -5% | -4% | -4% | 5% | -6% | -24% | 6% | -5%
N#CCCCCn1ccc(NC(=O)c2ccc(Cl)cc2O)n1 | -12 | 0% | -2% | 17%[57.1 µM] | 11% | -2% | -6% | -2% | -4%[57.1 µM]
CCCc1c(O)nc(SC2CC(=O)N(c3cc(OC)ccc3OC)C2=O)[nH]c1=O (stereo unspecified) | -2 | 3% | 2% | -11% | 5% | -2% | -6% | -5% | -27%
O=C(COc1ccc(Cl)cc1)N(Cc1ccccc1)c1ccccn1 | -5 | 4% | 1% | -1% | -10% | -2% | -11% | -4% | 15%
CC(Oc1ccccc1)c1ccn[nH]1 (stereo unspecified) | -3 | -4% | 0% | 6%[57.1 µM] | 9% | 16% | 1% | 1% | 26%[57.1 µM]
Cc1cc(C)n2nc(-c3ccccc3)cc2n1 | -8 | 18% | -16% | 17%[57.1 µM] | 2% | -3% | -6% | 3% | 13%[57.1 µM]
C/C(=N\OCC(=O)OCC(=O)NC(=O)c1ccccc1)c1ccc2c(c1)OCO2 | -5 | -5% | -3% | 0%[57.1 µM] | -2% | -6% | -8% | -1% | 4%[57.1 µM]
O=C(CNC(=O)c1ccc2c(c1)OCCO2)N/N=C/c1ccc([N+](=O)[O-])cc1 | -5 | -4% | 1% | 2% | 2% | 8% | -9% | -5% | 20%

# Entries above with four or more nitrogen atoms, in the order listed:
structure | LDHA block | IDH1 R132H inh | Vif-A3G inh | TrxR1 substrate | Vif-APOBEC3F blk | RGS4 inh | USP1 inh | GRP78 ERSR act | TrxR1 inh
Nc1c(C(=O)NCc2ccco2)nnn1-c1ccccc1 | 3&7 | 5% | 3% | 6%[57.1 µM] | 7% | 5% | -21% | -5% | 2%[57.1 µM]
CCCn1c(CN2CCN(C(=O)OCC)CC2)nc2cc(NC(=O)CC)ccc21 | -3 | 3% | ? | 13%[57.1 µM] | -3% | 15% | -5% | -5% | 20%[57.1 µM]
Cc1ccc(C)c(N2CCN(C(=O)C3CCCN(S(=O)(=O)c4cccc5nsnc45)C3)CC2)c1 (stereo unspecified) | -11 | -8% | 5% | -7% | -1% | -16% | -23% | -3% | 14%
O=C(CSc1nnc(CNC(=O)c2ccco2)o1)Nc1ccc(OC(F)(F)F)cc1 | -1 | 5% | 1% | 14% | -1% | -22% | -19% | -5% | 31%
COCCNc1ncnc2onc(-c3ccc(F)cc3)c12 | 1 | 4% | 1% | 2% | 1% | -5% | -23% | -5% | 9%
N#CCCCCn1ccc(NC(=O)c2ccc(Cl)cc2O)n1 | -12 | 0% | -2% | 17%[57.1 µM] | 11% | -2% | -6% | -2% | -4%[57.1 µM]
O=C(CNC(=O)c1ccc2c(c1)OCCO2)N/N=C/c1ccc([N+](=O)[O-])cc1 | -5 | -4% | 1% | 2% | 2% | 8% | -9% | -5% | 20%

# Screening results (PubChem BioAssay)
